NR1D1 modulator: Rev-erb alpha (human) modulation | P20393 | Rev-erbα–FITC-DNA binding, fluorescence polarization, 90 min | activity, % at 10 µM | 0.79% of 370,000 active;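 active = activity above about 14%, limit read from the data; passing the limit was not always enough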;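 note: 0% = DMSO wells with 35 nM protein and 100% = DMSO wells with 750 nM protein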
PLC-gamma1 inh: PLC-gamma1 (human) inhibition, primary screen; 0.84% of 370,000 active; inhibition, % at 12.2 µM; P19174; purified PLC-gamma1, fluorogenic substrate, fluorescence; in the data active = inhibition above about 9.5%
DAX1 inh-1: inhibits human nuclear receptor DAX1; 0.99% of 340,000 active; P51843; inhibition, % at 6.75 µM; HEK293 Gal4-DAX1 luciferase reporter, luminescence; AID 504766;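 active = inhibition above the mean over all tested compounds plus 3 SD, cut at about 4.2% in these data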;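 note: 0% = DAX1-transfected cells with DMSO and 100% = empty-vector control cells with DMSO; inhibition shows as a rise in luminescence from relieved DAX1 repression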
MBD2 inh: MBD2-methylated oligo binding inhibition | AID 686964 | inhibition, % at 4.4 µM | 0.31% of 370,000 active | Q9UBB5 | TR-FRET, MBD2 binding to methylated oligonucleotide; in the data active = inhibition above about 13%
SMARCA2 activ: SMARCA2 function activation, primary screen; activation, % at 9.1 µM; AID 652017; MG213 cells, MMTV-luciferase reporter, dexamethasone, overnight; 1% of 370,000 active; in the data active = activation above about 7.8%;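 note: 0% = vehicle wells and 100% = reference activator wells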
hcDAF-12 act: activates DAF-12 receptor from parasite H. contortus. HEK293 hcDAF-12 lit1-tk-luc reporter, luminescence; 0% DMSO, 100% Δ7-dafachronic acid. activation, % at 6.8 µM. 1.4% of 370,000 active. AID 652067;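 active = activation above the mean of all tested compounds plus 3 SD, cut at about 5.5% in these data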;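 note: 100% = response to 3 µM Δ7-dafachronic acid high control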
ADAM17 inh: inhibits human ADAM17. P78536. recombinant ADAM17, EDANS/DABCYL FRET peptide cleavage. inhibition, % at 6.95 µM. 0.83% of 370,000 active. AID 720648;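 active = inhibition above the mean of compounds lying between control limits plus 3 SD, set per campaign, cut at about 8.5% in these data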;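 note: 0% = DMSO-only wells as the low control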
ssDAF12 agonist: activators of S. stercoralis DAF-12 nuclear receptor | HEK293 ssDAF-12/GRIP1 lit1-tk-luc reporter, luminescence; % of 3 µM dafachronic acid response | AID 652126 | 1% of 370,000 active | activation, % at 6.8 µM;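 active = activation above the mean over all tested compounds plus 3 SD, cut at about 0.9% in these data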;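 note: 0% = DMSO-only wells and 100% = 3 µM delta7-dafachronic acid wells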
DAX1 inh-2: inhibitors of DAX1 repression of SF-1 activated StAR promoter; 1.1% of 370,000 active; HEK293T StAR-luciferase reporter, SF-1/DAX-1 repression relief; inhibition, % at 6.8 µM; AID 652010;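 active = inhibition above the mean over all tested compounds plus 3 SD, cut at about 3.6% in these data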;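 note: 0% = DAX-1 cells with DMSO and 100% = cells lacking DAX-1 with DMSO; higher inhibition means more luminescence from relief of DAX-1 repression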
PLCb3 inh: blocks human PLC-beta3 enzyme activity; Purified PLC-beta3, fluorogenic substrate, fluorescence; AID 720704; inhibition, % at 12.2 µM; 0.18% of 370,000 active; Q01970; in the data active = inhibition above about 11%;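 note: 0% = median of compound wells on plate and 100% = full blocker control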
Target sequence (Q01970 whole entry, looked up): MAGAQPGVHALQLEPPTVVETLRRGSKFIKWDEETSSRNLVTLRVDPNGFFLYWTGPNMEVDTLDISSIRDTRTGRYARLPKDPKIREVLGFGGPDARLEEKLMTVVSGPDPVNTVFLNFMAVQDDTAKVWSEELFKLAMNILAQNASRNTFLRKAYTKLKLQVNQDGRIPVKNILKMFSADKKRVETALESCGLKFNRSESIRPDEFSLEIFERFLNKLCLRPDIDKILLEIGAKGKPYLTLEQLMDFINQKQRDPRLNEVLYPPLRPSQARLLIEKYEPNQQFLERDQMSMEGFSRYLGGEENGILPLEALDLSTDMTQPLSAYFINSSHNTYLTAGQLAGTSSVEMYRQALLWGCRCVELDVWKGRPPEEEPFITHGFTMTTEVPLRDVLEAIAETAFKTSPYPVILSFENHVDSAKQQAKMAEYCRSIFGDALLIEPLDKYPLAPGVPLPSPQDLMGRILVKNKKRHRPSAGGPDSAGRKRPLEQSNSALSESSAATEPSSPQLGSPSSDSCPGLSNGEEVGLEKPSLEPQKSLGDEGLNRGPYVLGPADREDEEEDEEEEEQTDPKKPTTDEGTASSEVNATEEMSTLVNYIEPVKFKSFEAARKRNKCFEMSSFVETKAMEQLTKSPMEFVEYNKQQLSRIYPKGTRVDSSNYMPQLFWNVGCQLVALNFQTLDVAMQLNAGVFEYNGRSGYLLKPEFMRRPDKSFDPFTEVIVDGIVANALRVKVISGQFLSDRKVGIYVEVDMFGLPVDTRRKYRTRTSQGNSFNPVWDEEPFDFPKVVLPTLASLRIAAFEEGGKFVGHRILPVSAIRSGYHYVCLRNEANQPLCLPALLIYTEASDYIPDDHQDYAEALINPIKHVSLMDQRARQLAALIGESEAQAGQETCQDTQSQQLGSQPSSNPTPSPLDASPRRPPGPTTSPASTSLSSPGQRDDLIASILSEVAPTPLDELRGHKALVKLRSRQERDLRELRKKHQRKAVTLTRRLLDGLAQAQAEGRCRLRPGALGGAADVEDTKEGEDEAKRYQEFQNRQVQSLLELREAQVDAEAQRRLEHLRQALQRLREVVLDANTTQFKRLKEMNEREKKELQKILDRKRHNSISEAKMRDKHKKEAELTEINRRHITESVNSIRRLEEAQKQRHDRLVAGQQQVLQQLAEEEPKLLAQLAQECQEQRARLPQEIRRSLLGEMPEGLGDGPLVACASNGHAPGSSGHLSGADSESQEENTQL
hgDAF-12 ag: hgDAF-12 agonism, primary luciferase screen; HEK293 GAL4-hgDAF12 UAS-luciferase reporter, agonist luminescence; normalized to butyrate control; activation, % at 6.8 µM; 1.8% of 370,000 active; AID 687014;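 active = activation above a cutoff set at the mean of all screened compounds plus 3 SD, cut at about 10% in these data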;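 note: 0% = DMSO wells and 100% = sodium butyrate wells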
An asterisk follows results filed as active; i = inactive; nt = not tested or not shown. Rows are unselected, and some 7.4% of all compounds hit somewhere here.

Values run as follows: NR1D1 modulator	PLC-gamma1 inh	DAX1 inh-1	MBD2 inh	SMARCA2 activ	hcDAF-12 act	ADAM17 inh	ssDAF12 agonist	DAX1 inh-2	PLCb3 inh	hgDAF-12 ag
- CCc1ccccc1NC(=O)CCS(=O)(=O)c1ccc2c(c1)CCCN2C(C)=O
→ -7	-1	-0.5	-4	-3	-1.1	-9	-0.8	-0.5	-4	-1.4
- Cc1ccc(C2(C)NC(=O)N(CC(=O)Nc3ccc4[nH]c(=O)[nH]c4c3)C2=O)cc1 (stereo unspecified)
→ -18	-3	1.3	-2	-1	-1.4	-5	-1.4	-0.5	0	-0.2
- CCOc1ccc(CN2CCN(Cc3nc4c(s3)CCCC4)CC2CCO)cc1 (stereo unspecified)
→ 0	1	2.5	7	-1	-2.3	-4	-0.9	-0.1	0	-1.8
- CCOc1cc2[nH]c(=O)n(CCc3ccc(OC)c(OC)c3)c(=O)c2cc1OCC
→ 1	1	-0.3	5	-2	-1.2	-3	-1.3	-1.2	2	0.8
- CCOC(=O)C1=C(C)Nc2ncnn2C1c1cc(Br)ccc1F (stereo unspecified)
→ 2	-2	0.2	0	0	-1.7	-1	-2.0	-0.4	-3	1.1
- CC(C)(C)OC(=O)N1CCc2onc(-c3ccc(Cl)cc3)c2C1=O
→ -2	1	0.5	6	-2	-1.7	0	-1.2	0.1	-1	2.7
- O=C(NCCCN1CCCC1=O)c1ccc2c(c1)NC(=O)C(N1CCOCC1)S2 (stereo unspecified)
→ 4	3	1.3	-3	-2	0.2	6	-0.8	0.7	2	-1.7
- Cc1cccc(C(=O)NC(=S)NNC(=O)COc2ccc(Cl)cc2)c1
→ 7	1	0.1	1	-2	-0.8	1	-0.6	-0.1	-5	1.1
- O=c1[nH]c2cc(O)ccc2c2ccccc12
→ -3	-402	nt	3	-4	0.9	-52	-0.8	1.3	i	6.9
- O=C(Cn1cc(F)c(=O)[nH]c1=O)NCCO
→ -7	0	2.3	-6	2	-1.0	1	-1.1	0.3	1	-0.4
- O=C(NCC1CCCN(C(=O)c2cccnc2)C1)c1ccc(-c2ccccc2)cc1 (stereo unspecified)
→ -1	-1	-0.5	-1	0	-1.5	-3	-2.0	-2.0	-7	2.7
- COCCNC(=O)/C(C#N)=C/c1ccc(SC)cc1
→ 3	-10	nt	4	8	-2.0	-8	-1.2	-0.4	-15	3.8
- Cn1cnc(C(=O)N2CCN(C(=O)OC(C)(C)C)CC2)c1C(=O)N1CCN(C(=O)OC(C)(C)C)CC1
→ -3	0	0.7	6	-1	0.1	-2	-1.1	0.3	5	0.7
- O=C(CNC(=O)c1ccccc1)N/N=C/c1ccc([N+](=O)[O-])o1
→ 5	-8	-2.4	-5	-4	0.8	-3	-1.1	-2.1	-10	-2.5
- CCOC(=O)c1cc2c(ccn2C)n1Cc1ccccc1C
→ 4	-29	-0.8	3	3	1.6	-9	-0.5	1.1	-34	-2.6
- O=C(Nc1cnccn1)c1cccc(C(F)(F)F)c1
→ 0	1	1.5	1	0	0.3	3	-1.5	0.1	0	1.8
- COc1ccc(NC(=O)c2ccc3c(SCC(=O)O)c4c(nc3c2)CCCC4)cc1Cl
→ 10	-2	nt	4	-1	0.2	-1	-1.5	-0.3	-5	5.3
- Brc1cc2c(cc1Br)OCCOCCOCCOCCO2
→ -8	-2	-0.1	-2	2	-0.2	-3	-1.1	-0.7	-2	-0.9
- CCOc1ccc(/C=N/NC(=O)c2cc(-c3ccccc3)nc3ccccc23)cc1O
→ 2	-1	-0.2	1	0	-1.0	1	-1.0	-0.7	-10	4.0
- Nc1[nH]c(C(=O)c2ccccc2)c(-c2cccc(C(F)(F)F)c2)c1C(=O)NCCc1c[nH]c2ccccc12
→ 6	-12	nt	-3	2	-3.3	9.0*	-1.6	-0.9	-13	-3.4

Records listed above that bear a hit mark in ADAM17 inh.
smiles,NR1D1 modulator,PLC-gamma1 inh,DAX1 inh-1,MBD2 inh,SMARCA2 activ,hcDAF-12 act,ADAM17 inh,ssDAF12 agonist,DAX1 inh-2,PLCb3 inh
Nc1[nH]c(C(=O)c2ccccc2)c(-c2cccc(C(F)(F)F)c2)c1C(=O)NCCc1c[nH]c2ccccc12,6,-12,nt,-3,2,-3.3,9.0*,-1.6,-0.9,-13

Following part
Values run as follows: NR1D1 modulator	PLC-gamma1 inh	DAX1 inh-1	MBD2 inh	SMARCA2 activ	hcDAF-12 act	ADAM17 inh	ssDAF12 agonist	DAX1 inh-2	PLCb3 inh	hgDAF-12 ag
- Cc1cccc(N2C(=O)CN(Cc3cccs3)C2=S)c1
→ -5	-2	2.0	-7	0	2.4	0	-1.3	-0.2	-7	-2.0
- CC(O)Cn1nc([N+](=O)[O-])nc1N (stereo unspecified)
→ -3	7	-0.4	-3	-3	-1.3	6	-0.8	-0.1	1	-4.0
- CC(OC(=O)CCc1nc2ccccc2c(=O)[nH]1)C(=O)c1ccc(Br)cc1 (stereo unspecified)
→ -3	-5	1.5	1	-1	2.2	-3	-1.2	0.3	-7	1.7
- c1ccc(Nc2cc(-c3ccccc3)nc3ncnn23)cc1
→ 2	-4	-1.5	1	-5	-0.4	0	-1.4	-1.1	-13	-2.8
- CSc1ccccc1NC(=O)CN(C)C(C)C(=O)NC(=O)NC1CCCCC1 (stereo unspecified)
→ 3	-1	-1.1	5	-2	-0.5	1	-0.9	-1.5	-5	-1.5
- COc1ccccc1CNC(=O)COC(=O)c1ccco1
→ -8	6	0.1	5	0	-0.1	5	-0.5	0.6	3	-0.3
- Cc1cccc(OCC(=O)Nc2ccccc2N2CCCCC2)c1
→ 3	4	-0.8	-3	4	-0.3	0	-1.2	-0.4	2	-0.1
- O=C1C(Cl)=C(Nc2ccccc2)C(=O)c2ccccc21
→ 3	7	1.6	-5	-4	7.9*	4	0.1	1.0	-1	3.3
- COCCNC(=O)CN(C(=O)CCC(=O)Nc1ccccn1)c1ccccc1OC
→ 2	2	3.6	4	-1	3.7	-6	-0.6	-0.1	-4	0.2
- CC(C)C(=O)Nc1cccc(S(=O)(=O)c2cccc(NC(=O)C(C)C)c2)c1
→ 0	0	-2.3	-2	-1	-2.6	-2	-0.7	-0.8	1	-0.4
- O=C(c1ccc(C(=O)N2CCN(c3ccccc3F)CC2)nc1)N1CCN(c2ccccc2F)CC1
→ -2	1	0.2	3	-3	-1.2	-8	-1.1	-0.7	-8	1.7
- O=Cc1ccccc1Cl
→ 2	1	nt	0	2	-2.1	-1	-1.5	0.5	3	0.3
- COc1ccc(N2C(=O)N3[C@H](c4ccc(Br)cc4)[C@@H]4C(=O)N(C(C)(C)C)C(=O)[C@@H]4[C@]3(Cc3ccccc3)C2=O)cc1
→ 2	3	-0.6	5	0	-2.5	7	-1.2	-0.5	4	-0.2
- Cc1ccc(S(=O)(=O)N2CCN(C(=O)c3ccc4nc[nH]c4c3)CC2)cc1
→ 2	0	0.4	-6	-1	-0.4	-4	-1.4	1.4	-6	0.7
- CCOC(=O)Nc1ccc2c(c1)N(C(=O)CCN1CCN(CCO)CC1)c1ccccc1S2
→ -3	0	-0.1	-1	2	-2.3	-5	-1.2	0.0	0	-1.0
- COc1ccccc1N1CCN(C(=O)CCn2c(=O)[nH]c3ccccc3c2=O)CC1
→ -2	-3	-0.2	3	-3	-1.3	-3	-1.5	-0.7	2	0.0
- Cc1nn(C)c(C)c1C1C(C#N)=C(N)OC2=C1C(=O)CCC2 (stereo unspecified)
→ 4	3	0.3	9	-1	0.4	0	-1.6	0.5	2	1.9
- CC1=NOC(=O)/C1=C\c1ccc(-c2ccccc2Br)o1
→ 4	-8	-1.2	-1	-2	0.3	-2	-1.1	0.1	-8	-2.1
- COc1ccc(NC(=O)c2ccc(NC3=NC4CS(=O)(=O)CC4S3)cc2)cc1 (stereo unspecified)
→ 1	1	1.0	6	-3	-1.1	0	-0.5	-1.1	-1	-2.9
- O=C(NCCc1ccc(Cl)cc1)C(=O)Nc1cc2c3c(c1)CC(=O)N3CCC2
→ -4	2	-0.4	0	-1	-0.2	-2	-0.8	-2.5	-4	1.1
- COc1ccc(CCNC(=O)c2cc(=O)[nH]c3ccc(Br)cc23)cc1OC
→ 4	2	-0.5	-5	1	-1.4	-2	-0.5	-0.7	3	0.3
- COc1ccc(NC(=O)Nc2ccon2)c(OC)c1
→ 0	-3	-0.3	-7	-4	0.8	-6	-1.8	0.5	1	2.2
- COc1cccc(NC2=NC3(CCCCC3)N=C(N)N2)c1
→ nt	-1	1.7	-5	3	0.4	-3	-1.2	0.8	0	0.4
- COC(=O)CSc1nc(N2CCCCC2)c2c(c1C#N)CCCC2
→ 9	-1	0.8	1	-4	0.2	-4	-0.9	0.7	-3	-1.6
- Cn1c(OCc2ccc3c(c2)OCO3)nc2c1c(=O)n(Cc1ccc(Cl)c(Cl)c1)c(=O)n2C
→ 1	0	-0.2	1	-2	0.0	-2	-1.6	-0.2	-5	-1.0
- COc1cccc(CN2CCNC(=O)C2CC(=O)N(C)CC2CCOCC2)c1 (stereo unspecified)
→ 2	-9	0.3	2	0	-0.1	-3	-1.2	0.5	-13	-0.5
- O=[N+]([O-])c1nccn1CC(O)CO (stereo unspecified)
→ -2	10*	nt	10	-7	0.2	-6	-0.3	0.7	8	5.2
- COc1ccccc1NS(=O)(=O)c1cccc(C(=O)N/N=C/c2ccccc2OCC(=O)O)c1
→ -2	-2	0.0	4	-5	1.2	-8	-1.3	0.8	-9	-0.9
- Cc1cccc(NC(=S)N(CCc2nc3cc(C)c(C)cc3[nH]2)Cc2cccnc2)c1
→ -1	2	0.0	0	-1	-1.2	0	-1.4	0.4	3	1.5
- O=C(NC(Cc1c[nH]c2ccccc12)C(=O)O)/C(=C/c1ccco1)NC(=O)c1ccccc1 (stereo unspecified)
→ -2	-18	0.5	3	0	6.6*	-3	0.8	0.5	-27	2.8
- Cc1ccccc1N=C(NO)c1nonc1N
→ -2	-1	0.2	-2	0	0.3	2	-0.9	-0.3	1	4.0
- CC1(C(=O)Nc2cnc3ccccc3c2)CCN1Cc1ccccc1OC(F)F (stereo unspecified)
→ 8	-2	nt	2	-4	-4.6	0	-1.9	-2.3	-3	-10
- CCN(CC)CCN1C(=O)C(=O)/C(=C(/O)c2ccc(S(=O)(=O)N3CCOCC3)cc2)C1c1ccc(Cl)cc1 (stereo unspecified)
→ 4	1	1.0	3	5	-1.9	3	-1.0	-0.3	-1	1.4
- CC(=O)Nc1ccc(NC(=O)COC(=O)C2CCC(C(C)(C)C)CC2)cc1 (stereo unspecified)
→ -3	-4	-0.2	-1	1	-0.4	1	-1.2	2.2	4	-0.1
- C[C@@H]1CN([C@@H](C)CO)C(=O)CCCn2nncc2CO[C@@H]1CN(C)C(=O)Cc1ccccc1
→ -4	0	0.8	5	2	-0.1	-4	-0.2	0.4	2	1.2
- CC(C)(C)C(=O)c1sc(Nc2ccccc2)nc1N
→ -6	2	2.3	-3	6	1.1	2	-0.5	1.4	8	8.7
- C[C@H](CO)N1C[C@H](C)[C@@H](CN(C)C(=O)Nc2ccc3c(c2)OCO3)Oc2ccc(NC(=O)CCC(F)(F)F)cc2C1=O
→ -3	-16	1.7	-5	0	-0.8	-3	-1.3	-0.1	-21	0.4
- CC1CC1C(=O)OCC(=O)Nc1cccc(S(=O)(=O)NC2=NCCCCC2)c1 (stereo unspecified)
→ -2	1	1.4	2	2	-0.9	-5	-0.9	0.5	-8	-1.1
- COc1c[nH]n(-c2ccccc2)c(=O)c1=O
→ -2	-3	-1.7	-8	-3	-0.3	-5	0.4	-0.3	-8	1.1
